Peg3 imprint – induces erasure of genomic imprints in mouse ES cells. mouse ES Peg3-LacZ reporter, beta-gal luminescence, 40 h. Potency, µM (highest dose often 60.7 µM), for inactives: at the top dose activity change, positive = activation, most hits filed as activators. hit rate 0.02% among 110,000. AID 1948;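 note: 0% = negative control wells on the plate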
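Imprint erasure is scored as LacZ activity from the silenced maternal Peg3 allele in feeder-free female ES cells cultured 40 h with LIF. Luminescence is normalized to in-plate negative controls and fitted to the Hill equation.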
IkB signaling – inhibitors of IkB signaling in ABC-DLBCL cells; hit rate 0.04% among 110,000; Potency, µM (titrated, usually from 57.1 µM), inactives show at the top dose IkBa stabilization activation; ABC-DLBCL IkBa-CBG/CBR dual luciferase ratio, 4 h; response scale: scaled: untreated 0%, proteasome inhibitor 100%; active = well fitted curve in the direction sought with a large enough effect in the signal ratio, not every such curve was filed as active; inconclusive = small, poorly fitted or top-dose-only effect, or a change in a side signal; the % refers to the signal ratio;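 note: the direction sought is a rising ratio; 0% = basal untreated cells and 100% = reference inhibitor full response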
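Curves were fitted separately to fusion (green), unfused (red) and ratio luminescence, then classed by r2, magnitude and activity. Cells: OCI-Ly3, 4 h compound plus doxycycline at 37C; 10 uM MG-132 defined full response.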
p53ts 32C kill – kills p53ts cells at the permissive temperature. Potency, µM (doses to about 46.1 µM), inactives show at the highest dose activity change, negative = cytotoxicity, hits mostly cytotoxic. hit rate 0.93% among 130,000. H1299-p53A138V at 32C, ATP luminescence viability, 24 h;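 note: 0% = DMSO and -100% = full killing by reference compound; nearly all actives have a fitted effect of over 55% in size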
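H1299-p53 A138V cells (temperature-sensitive p53) exposed 24 h to up to 46 uM compound at 32C, where p53 is wild-type in conformation. Viability read as ATP luminescence and normalised to DMSO and 100 uM tamoxifen. AC50 fitted with the Hill equation.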
p53ts 39C kill – cytotoxicity in p53ts cells at nonpermissive temperature; H1299-p53A138V viability at 39C, ATP luminescence, 24 h; Potency, µM (series often up to 46.1 µM), for inactives: at the top dose activity change, negative = cell killing, actives largely listed as cytotoxic; hit rate 1.5% among 130,000; AID 902; note: nearly all actives have a fitted effect of over 55% in size
* marks the source's active call; other numbers are inactive results; ? = inconclusive; · = no result given; [ ] = dose if it differs, or a comment. Unless noted, calls come from the whole dose curve; as a rule, active = well fitted curve in the direction sought with a large enough effect; inconclusive = small, poorly fitted or top-dose-only effect, or another doubt; inactive = no such curve, though single readings can be large; an effect the other way counts as inactive or inconclusive. Unless noted, % is set by controls: 0 for no effect and ±100 for the full control effect; potency is the fitted concentration of half-maximal effect.

SMILES	Peg3 imprint	IkB signaling	p53ts 32C kill	p53ts 39C kill
CCCP(=O)(CC(=O)O)c1ccccc1 (stereo not drawn)	3%	-1.1%	0%	14%
CN(C)Cc1ccccc1-c1cc(N(C)Cc2ccco2)ncn1	-8%	-0.2%[11.4 µM]	4%	1%
C=CCn1c(COc2cccc3cccnc23)nnc1SCC(=O)OC	3%	0.5%	4%	4%
N#Cc1c(NCc2ccccc2)ccnc1NCc1cccnc1	-3%	-2.7%	20%	-12%
O=C(Cn1c(CC(=O)N2CCOCC2)nc2ccccc21)Nc1ccc2c(c1)OC(F)(F)O2	-11%	1.1%	4%	-10%
COc1ccc(-c2nc3cnc(Nc4ccccc4)nc3n(CCC#N)c2=O)cc1	·	2.8%[11.4 µM]	-26%	-4%
CC(C)C(=O)Nc1c2c(nc3ccccc13)N(C)CC2	·	·	5%	6%
O=C(Nc1cnn(Cc2ccc(F)cc2)c1)c1cc2nc(-c3ccco3)cc(C(F)(F)F)n2n1	2%	0.4%	-3%	-17%
CCCCSc1nnc2c(n1)OC(C)N(C(C)=O)c1ccccc1-2 (stereo not drawn)	2%[10.9 µM]	?	-4%	6%
Cc1c(Cl)cccc1NC(=O)CSc1nc(=O)n(Cc2cccnc2)c2c1CCC2	-10%[10.9 µM]	0.1%	2%	-7%
O=C(O)CCNS(=O)(=O)c1ccccc1	-7%	1.2%	-1%	8%
CCn1c(SCC(=O)N2CCCc3ccccc32)nnc1-c1ccoc1C	·	·	1%	9%
COc1cccc(N(CC(=O)N2CCN(C)CC2)S(=O)(=O)c2ccccc2)c1	-7%	-0.1%	7%	5%
CC(=O)c1cccc(NC(=O)Cc2ccc(NC(=O)N3CCCCc4ccccc43)cc2)c1	-4%[10.9 µM]	4.6%	1%	-8%
Cc1ccc(S(=O)(=O)N2CCN(C(=O)CN3CCOCC3)C2)cc1	-3%	3.5%	-7%	-4%
Cc1ccc(-c2nnc(N3CCN(C(=O)CN4CCOCC4)CC3)c3ccccc23)cc1	-13%	3.9%	2%	3%
Cc1ccccc1S(=O)(=O)Cc1ccc(C(=O)N2CCN(c3ncccn3)CC2)o1	-10%	-2.1%	9%	-6%
Cc1ccc(NC(=O)c2sc(-n3nc(C)c(Cc4ccc(Cl)cc4)c3C)nc2C)cc1	-13%[10.9 µM]	?	1%	6%
CC1CCCN(C(=O)CNC(=O)Cn2ccc3ccccc3c2=O)C1 (stereo not drawn)	-8%	-1.8%	-2%	7%
CCOCCCNC(=O)c1cc2sc(Cl)cc2n1CC	·	·	12%	0%
CCOC(=O)CSc1n[nH]c(-c2cccnc2)n1	16%	-0.3%	-1%	3%
O=C(C1CC1)N1CCc2cc(Br)cc(S(=O)(=O)NCc3ccco3)c21	-8%	1.7%	3%	10%
CCCC/C=C/C(NC(=O)c1ccco1)c1ccccc1 (stereo not drawn)	8%	·	5%	9%
CCCCCn1c(=N)c(S(=O)(=O)c2ccccc2)cc2c(=O)n3cccc(C)c3nc21	-13%[10.9 µM]	0.5%	0%	6%
O=C(c1cc2nc(-c3ccco3)cc(C(F)(F)F)n2n1)N1CCN(c2ccccn2)CC1	-14%	4.3%	-3%	-3%
COc1cccc(NC(=O)Cn2c(=O)n(CC(=O)NCc3ccc(C)cc3)c(=O)c3sccc32)c1	-3%[10.9 µM]	4.7%	?	?
CCn1cc(CCC(=O)NCc2ccc(F)cc2)c2ccccc21	-15%[10.9 µM]	0.7%	4%	-28%
CC1=C(C(=O)Nc2ccccc2)C(c2cccs2)C(C#N)=C(SCC#N)N1 (stereo not drawn)	-34%[inhibitor]	11%	1%	-6%
COc1ccc(-c2cnc(NCc3ccc(C)cc3)n2C)cc1	-25%[10.9 µM]	?	-25%	-12%
CSc1cccc(-c2nnc(NC(=O)c3ccc4c(c3)OCCO4)o2)c1	5%[10.9 µM]	?	12%	-11%

Reprinted at random: six records from the list
SMILES	Peg3 imprint	IkB signaling	p53ts 32C kill	p53ts 39C kill
CC1=C(C(=O)Nc2ccccc2)C(c2cccs2)C(C#N)=C(SCC#N)N1 (stereo not drawn)	-34%[inhibitor]	11%	1%	-6%
COc1cccc(NC(=O)Cn2c(=O)n(CC(=O)NCc3ccc(C)cc3)c(=O)c3sccc32)c1	-3%[10.9 µM]	4.7%	?	?
O=C(C1CC1)N1CCc2cc(Br)cc(S(=O)(=O)NCc3ccco3)c21	-8%	1.7%	3%	10%
CCOC(=O)CSc1n[nH]c(-c2cccnc2)n1	16%	-0.3%	-1%	3%
O=C(c1cc2nc(-c3ccco3)cc(C(F)(F)F)n2n1)N1CCN(c2ccccn2)CC1	-14%	4.3%	-3%	-3%
CCn1cc(CCC(=O)NCc2ccc(F)cc2)c2ccccc21	-15%[10.9 µM]	0.7%	4%	-28%

New compounds follow.
SMILES	Peg3 imprint	IkB signaling	p53ts 32C kill	p53ts 39C kill
Cc1nc(N2CCOCC2)c2c(C(=O)N3CCN(c4cc(Cl)ccc4C)CC3)c(C)oc2n1	-2%[10.9 µM]	?	-1%	4%
COc1ccccc1CNC(=O)N[C@@H](Cc1ccccc1)C(=O)O	-3%	2.5%	3%	1%
FC(F)(F)c1nnc2sc(-c3ccco3)nn12	-6%	3.1%	8%	5%
OCCNCCCCOc1ccccc1F	-23%	-1.7%	-3%	4%
O=C(CCn1c(=O)sc2ccccc21)Nc1ccon1	3%	0.6%	-17%	?
CC(=O)N1CCc2cc(S(=O)(=O)NC(CC(C)C)C(=O)NCc3ccccc3Cl)ccc21 (stereo not drawn)	-8%[10.9 µM]	1.1%	6%	16%
O=C(CSc1nnc(Cc2ccccc2)n1-c1ccc(F)cc1)N1CCOCC1	-9%	2.5%	6%	9%
COc1ccc(C)cc1NC(=O)CSc1ccc(-c2ccccn2)nn1	-7%[10.9 µM]	?	-11%	?
CCOCCCNC(=O)c1c[nH]c2ccc(C)cc2c1=O	·	·	-25%	-5%
CN(c1ccc(C(=O)NCC2CCCO2)cc1)S(=O)(=O)c1ccccc1 (stereo not drawn)	·	·	7%	1%
Fc1ccc(Nc2nc(Oc3ccc4c(c3)OCO4)nc(N3CCOCC3)n2)c(F)c1	-12%	-0.4%	7%	-2%
O=C(CCNC(=O)Cn1ccc2ccccc2c1=O)NCCCN1CCN(c2ccc(F)cc2)CC1	-22%	6.3%	4%	0%
Cc1ccc(NC(=O)C(=O)NCC(c2ccc3c(c2)OCO3)N2CCOCC2)cc1C (stereo not drawn)	-15%[10.9 µM]	0.2%	-4%	-24%
COc1cc(-c2[nH]nc3c2C(c2ccoc2)C(C#N)=C(N)O3)cc(OC)c1OC (stereo not drawn)	·	·	-5%	1%
CCCCNC(=O)c1nn(-c2ccc(CC)cc2)nc1CO	-2%[10.9 µM]	?	-9%	?
O=C1C(=O)c2ccccc2C(O)=C1C(C1=C(O)c2ccccc2C(=O)C1=O)c1ccc(Cl)cc1	4%[10.9 µM]	?	?	?
O=C(NCC(=O)N1CCCC1)c1cccs1	-1%	1.8%	2%	6%
Cc1ccc(/C=C/C(=O)Nc2ccc(S(N)(=O)=O)cc2)o1	0%[10.9 µM]	0.8%	-4%	6%
COc1ccc(S(=O)(=O)n2nc(-c3ccco3)nc2NCc2ccc(N(C)C)cc2)cc1	-24%[10.9 µM]	?	-7%	-15%
O=c1[nH]cnc2c1N1CCC2CC1	-9%	2.1%	-9%	10%
COc1ccc(N(CC(=O)O)S(C)(=O)=O)cc1OC	-5%	-0.8%	-3%	-1%
O=C(Nc1ccc(Cl)cc1)c1cc2nc(-c3ccco3)cc(C(F)(F)F)n2n1	·	-2.8%	11%	1%
COC(=O)C(c1cc(OC)c(O)c(OC)c1)(N1CCNC(C)C1)C(F)(F)F (stereo not drawn)	·	·	-5%	9%
Cc1nnc(SCC(=O)Nc2nsc(-c3ccccc3)n2)s1	-5%	1.6%	13%	11%
CCCCn1nc(C(=O)O)ccc1=O	-4%	-0.1%	-1%	3%
CCc1nnc2sc(-c3ccc(NC(=O)c4ccc5c(c4)OCCO5)cc3)nn12	-16%	1.6%	13%	7%
CCC/C=C(\CCC)C(NS(=O)(=O)c1ccc(C(F)(F)F)cc1)c1ccc(C(=O)OC)cc1 (stereo not drawn)	-18%	·	10%	-2%
CC1CCC2[C@](C)(CO)C(O)CC[C@]2(C)C12CCC(CO)(CCO)O2 (stereo partly drawn)	0%	·	3%	5%
Clc1cccc(-n2ncc3c(NC4CCCCC4)ncnc32)c1	-13%[10.9 µM]	?	?	13µM*
CC1=Nc2cc(C(=O)NC3CCCC3)ccc2Sc2ccc(C)cc21	-20%[10.9 µM]	?	-6%	-4%
COc1ccccc1C(=O)NC(=O)Nc1ccc(-c2cc(C(F)(F)F)nn2-c2ccccc2)cc1	11%[10.9 µM]	-1.4%	?	-29%
Cc1ccccc1Nc1c(-c2ccccc2)nc2cccc(C)n12	-3%[10.9 µM]	4.5%	-7%	18%
Cc1ccc(-c2nc3ccccc3[nH]2)cc1NC(=O)COc1cccc(C)c1C	-12%[10.9 µM]	-1.4%	-19%	?
Cc1nn(C)c(C)c1NC(=O)c1ccnn1C	-1%	0.6%	-1%	-16%
COc1ccc(-c2cn(-c3ccc(C)cc3)c(S(=O)(=O)CC(=O)Nc3ccccc3)n2)cc1	-8%[10.9 µM]	?	-11%	-15%
CCCS(=O)(=O)N1CCN(C(=O)c2cccs2)CC1	6%	0.3%	8%	2%
COc1cc(C(=O)Nc2ccc3nc4n(c(=O)c3c2)CCCCC4)cc(OC)c1OC	9%[10.9 µM]	?	-17%	?
O=C(Cn1nnc(-c2cccc(C(F)(F)F)c2)n1)N1CCOCC1	-10%	-1.9%	7%	8%
COc1cccc2cc(-c3nnc(Nc4ccccc4C)s3)c(=O)oc12	-10%[10.9 µM]	?	-9%	?
CCOc1ccc(NC(=O)Cn2cc(C(=O)c3ccc(OCC)cc3)c(=O)c3cc4c(cc32)OCCO4)cc1	20%[10.9 µM]	0.8%	9%	3%
COC(=O)[C@@]1(Cc2ccc(F)cc2)[C@H]2c3cc(C(=O)N4CCCC4)n(CCO)c3C[C@H]2CN1C(=O)c1ccccc1	6%	·	2%	-10%
Cc1ccc(Cn2c(CNC(=O)Cc3cccc([N+](=O)[O-])c3)nc3cccnc32)cc1	7%[10.9 µM]	-1.1%	5%	-25%
O=C(CCCc1nc(-c2ccccc2Cl)no1)NC1CCCCC1	-21%	-7.2%	4%	-6%
CC(=O)c1ccc(N2CCN(C(=O)C3CCN(S(=O)(=O)c4cn(C)cn4)CC3)CC2)cc1	-8%[10.9 µM]	0.2%	5%	-6%
O=C(O)CNC(=O)CC12CC3CC(CC(C3)C1)C2	-6%	1.1%	4%	10%
Cc1cccc(C)c1OCC(=O)NCc1nnc(SCC(=O)NC2CCCCC2)n1C	-7%	0.0%	1%	8%
Cc1ccc(NC(=O)CN2C(=O)c3ccccc3Sc3ccc(C(=O)N4CCOCC4)cc32)cc1C	-15%[10.9 µM]	?	24%	-4%
CC(=O)c1c(OC(=O)c2ccco2)c2ccccc2n1C	-11%	4.6%	-21%	-8%
COc1ccc(S(=O)(=O)N(CC(=O)O)c2ccccc2)cc1	·	1.0%	-8%	4%
CCOc1ccc(-c2nn(CC(=O)NC3CCCC3)c3c2cnc2ccc(C)cc23)cc1	-8%[10.9 µM]	0.0%	-7%	-22%

Part of the list above with just p53ts 32C kill, Peg3 imprint and IkB signaling:
compound	p53ts 32C kill	Peg3 imprint	IkB signaling
O=C(O)CNC(=O)CC12CC3CC(CC(C3)C1)C2	4%	-6%	1.1%
Cc1cccc(C)c1OCC(=O)NCc1nnc(SCC(=O)NC2CCCCC2)n1C	1%	-7%	0.0%

Next part.
SMILES	Peg3 imprint	IkB signaling	p53ts 32C kill	p53ts 39C kill
Cc1nc(SCC(=O)c2ccc(F)cc2)n[nH]1	-10%	2.3%	0%	3%
O=c1c2oc3ccccc3c2n(Cc2cccc(Cl)c2)c(=O)n1Cc1ccco1	-8%[10.9 µM]	2.1%	15%	19%
Cc1ccc(C)c(NC(=O)Cn2nc(C)c3ccccc3c2=O)c1	6%	-0.4%	4%	1%
O=C(Cn1c(=O)n(-c2ccccc2)c(=O)c2c3c(sc21)CCC3)c1ccc(F)cc1	2%[10.9 µM]	0.2%	11%	10%
O=c1cc(COc2ccccc2Cl)nc2scc(-c3ccccc3)n12	19%[10.9 µM]	1.3%	-4%	-16%
